SW480 rerep = DNA re-replication induction in SW480 cells. AID 624297. SW480 DNA re-replication, Hoechst DNA content imaging, 48 h. 1.8% of 340,000 active. Potency, µM (titrated, usually from 46.1 µM), inactives show at the top dose re-replication activation, usual class: activators; also: potency is read from the fitted curve at half-maximal effect; % of control where 0% means no effect; nearly all actives have a fitted effect of over 55% in size
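250 cells/well; 23 nL cpd via pin tool; 48 hr, 37 C, 5% CO2; Hoechst 40 min; imager read of total nuclear intensity, ex 405/em 500-530 nm.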
IL-1B inflam inh = inhibitors of inflammasome signaling (IL-1 beta secretion); THP-1 LPS/ATP IL-1B secretion, AlphaLISA, 16 h; hits give low values; activity change, % at 57.5 µM; 4.7% of 360,000 active; AID 743279; in the data active = activity change below about -50%; inconclusive = mostly about -30% to -49%; also: % is scaled to controls: 0 for no effect and ±100 for the full control effect
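Secreted IL-1B measured by AlphaLISA bead assay after 16 h compound exposure of THP-1 cells; compounds (final up to 57.5 uM) added 1 h before LPS (250 ng/mL) and ATP (1.25 mM) stimulation; lower signal means less secretion.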
WRN inhibitor = inhibitors of human WRN helicase | Potency, µM (series often up to 114 µM), inactives show at the highest dose activity change, negative = inhibition, hits mostly inhibitors | 0.46% of 360,000 active | AID 651768 | WRN helicase unwinding, fluorescent forked duplex, kinetic | Q14191; also: potency is read from the fitted curve at half-maximal effect; % is scaled to controls: 0 for no effect and ±100 for the full control effect; nearly all actives have a fitted effect of over 55% in size
Target sequence (Q14191 whole entry, looked up): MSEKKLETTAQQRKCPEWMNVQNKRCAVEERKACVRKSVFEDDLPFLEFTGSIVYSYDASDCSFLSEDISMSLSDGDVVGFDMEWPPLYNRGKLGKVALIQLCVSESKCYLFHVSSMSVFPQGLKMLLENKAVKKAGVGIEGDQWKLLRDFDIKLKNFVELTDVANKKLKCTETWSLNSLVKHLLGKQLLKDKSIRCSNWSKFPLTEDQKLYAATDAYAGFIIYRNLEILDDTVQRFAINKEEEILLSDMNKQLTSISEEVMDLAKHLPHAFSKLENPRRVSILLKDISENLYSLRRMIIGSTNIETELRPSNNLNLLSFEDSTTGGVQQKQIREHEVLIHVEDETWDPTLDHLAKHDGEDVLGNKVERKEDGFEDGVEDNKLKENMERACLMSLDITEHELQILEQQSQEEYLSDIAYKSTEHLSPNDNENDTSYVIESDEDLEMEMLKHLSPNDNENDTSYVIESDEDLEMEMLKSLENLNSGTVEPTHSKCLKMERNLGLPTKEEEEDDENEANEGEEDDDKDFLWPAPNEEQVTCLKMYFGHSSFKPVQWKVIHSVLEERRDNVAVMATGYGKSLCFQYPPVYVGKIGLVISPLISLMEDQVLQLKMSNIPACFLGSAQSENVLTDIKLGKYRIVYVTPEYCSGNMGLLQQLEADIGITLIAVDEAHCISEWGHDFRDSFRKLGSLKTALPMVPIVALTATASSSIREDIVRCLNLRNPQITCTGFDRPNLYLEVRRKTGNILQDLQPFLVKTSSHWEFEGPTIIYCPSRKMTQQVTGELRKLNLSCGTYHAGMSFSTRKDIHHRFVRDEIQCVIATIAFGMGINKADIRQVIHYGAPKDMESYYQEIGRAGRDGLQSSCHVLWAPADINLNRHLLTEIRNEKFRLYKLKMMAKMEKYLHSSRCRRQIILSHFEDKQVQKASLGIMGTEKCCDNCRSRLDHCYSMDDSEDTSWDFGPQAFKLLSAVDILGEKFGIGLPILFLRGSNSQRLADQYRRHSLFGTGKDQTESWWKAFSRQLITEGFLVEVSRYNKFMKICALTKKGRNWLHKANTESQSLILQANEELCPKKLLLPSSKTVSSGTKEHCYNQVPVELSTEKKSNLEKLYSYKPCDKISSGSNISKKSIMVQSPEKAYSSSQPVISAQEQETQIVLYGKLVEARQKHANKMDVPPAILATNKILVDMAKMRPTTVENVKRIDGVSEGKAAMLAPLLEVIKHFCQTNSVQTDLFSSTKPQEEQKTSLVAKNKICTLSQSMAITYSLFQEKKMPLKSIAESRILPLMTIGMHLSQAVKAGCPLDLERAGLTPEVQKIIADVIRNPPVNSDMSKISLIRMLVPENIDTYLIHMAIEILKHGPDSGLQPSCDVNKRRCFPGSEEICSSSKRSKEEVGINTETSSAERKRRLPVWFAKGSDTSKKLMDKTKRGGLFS
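Kinetic fluorescence helicase assay: unwinding of a quenched forked DNA duplex (100 nM final) with 2 mM ATP final raises red fluorescence (525/598 nm). Compounds sat 15 min at room temperature with 20 nM WRN beforehand.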
MCF10A rerep = inducers of DNA re-replication in MCF 10A breast cells; MCF 10A DNA re-replication, Hoechst nuclear intensity, 48 h; Potency, µM (titrated, usually from 46.1 µM), for inactives: top-dose activity, positive = re-replication, most hits filed as activators; 2.9% of 350,000 active; also: potency is read from the fitted curve at half-maximal effect; % of control where 0% means no effect; nearly all actives have a fitted effect of over 50% in size
HT1080-NT tox = kills 2HG-producing HT-1080-NT fibrosarcoma cells; 1.6% of 360,000 active; Potency, µM (doses to about 46.1 µM), for the others: top-dose activity, negative = less viability, hits mostly cytotoxic; HT-1080-NT fibrosarcoma viability, CellTiter-Glo ATP luminescence, 48 h; AID 686970;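 also: NT is the 2HG producing partner of a matched IDH1 knockdown line; potency is read from the fitted curve at half-maximal effect; 0% = DMSO-treated cells and -100% = media-only wells without cells; nearly all actives have a fitted effect of over 55% in size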
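HT-1080-NT fibrosarcoma cells (2HG-overproducing), 750 cells/well in RPMI with 5% FBS, dosed after 2 h and incubated 48 h at 37C. CellTiter-Glo luminescence normalized to DMSO and no-cell wells; concentration-response curves fitted and classed.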
KB-3-1 tox = kills parental KB-3-1 adenocarcinoma cells. KB-3-1 viability, CellTiter-Glo ATP luminescence, 72 h. Potency, µM (series often up to 46.1 µM), without a hit: at the top dose activity change, negative = cytotoxic, actives largely listed as cytotoxic. 1.4% of 400,000 active. AID 1347075; also: potency is read from the fitted curve at half-maximal effect; % is scaled to controls: 0 for no effect and ±100 for the full control effect; nearly all actives have a fitted effect of over 60% in size
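Using CellTiter-Glo luminescence, growth of non-resistant KB-3-1 adenocarcinoma cells is assessed 72 h after pin-tool compound addition at 37 °C. Normalized responses across the concentration series yield fitted curves.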
HT1080 IDH1KD tx = HT-1080 IDH1 knockdown cell toxicity (counter line); HT-1080 IDH1 knockdown viability, ATP luminescence, 48 h; Potency, µM (top dose mostly 46.1 µM), without a hit: at the highest dose activity, negative = toxicity, hits mostly cytotoxic; 2% of 360,000 active; AID 686971;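 also: potency is read from the fitted curve at half-maximal effect; 0% = DMSO wells and -100% = cell-free medium wells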
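HT-1080-IDH1KD cells (IDH1 knocked down), 750/well in RPMI with 5% FBS, treated with compound 48 h at 37 degrees C. Viability by CellTiter-Glo luminescence, normalised to DMSO and no-cell wells; concentration-response curves classed.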
ATXN2 expr inh = inhibitors of ATXN2 expression | HEK-293 ATXN2-luciferase reporter, luminescence, 24 h | Potency, µM (highest dose often 57 µM), for inactives: at the top dose activity change, negative = inhibition, actives largely listed as inhibitors | 0.72% of 360,000 active; also: potency is read from the fitted curve at half-maximal effect; % is scaled to controls: 0 for no effect and ±100 for the full control effect; nearly all actives have a fitted effect of over 55% in size
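ATXN2-luciferase reporter cells (luciferase flanked by upstream and downstream ATXN2 gene portions) were treated 24 h at 37 °C with compounds at up to 57 uM. SteadyGlo luminescence gave expression; GF-AFC fluorescence gave viability.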
KB-V1 cytotox = KB-V1 MDR subline cytotoxicity. KB-V1 MDR cells viability, CellTiter-Glo, 72 h. Potency, µM (doses to about 46.1 µM), for inactives: top-dose activity change, negative = cytotoxicity, usual class: cytotoxic. 3.4% of 400,000 active; also: potency is read from the fitted curve at half-maximal effect; % is scaled to controls: 0 for no effect and ±100 for the full control effect; nearly all actives have a fitted effect of over 60% in size
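KB-V1 MDR subline cells in DMEM (phenol-red free, 10% FBS) exposed to compounds in qHTS concentration series for 72 h at 37 degrees C. Viability read by CellTiter-Glo luminescence; concentration-effect curves fitted after normalization and correction.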
Starred values were filed as active, the others as inactive; ? = inconclusive; . = no result given; & = joins results of further samples; [ ] = dose if it differs, or a comment. Unless noted, calls follow the shape of the dose curve; as a rule, active = well fitted curve in the direction sought with a large enough effect; inconclusive = small, poorly fitted or top-dose-only effect, or another doubt; inactive = no such curve, though single readings can be large; an effect the other way counts as inactive or inconclusive.

SMILES	SW480 rerep	IL-1B inflam inh	WRN inhibitor	MCF10A rerep	HT1080-NT tox	KB-3-1 tox	HT1080 IDH1KD tx	ATXN2 expr inh	KB-V1 cytotox
CCCc1c(C(=O)N/N=C/C(C)=C/c2ccccc2)nnn1-c1nonc1N	27%	-19	0%	1%	23%	3%	14%	-7%	3%
CC(=O)Nc1ccc(NC(=O)C(C)OC(=O)CNS(=O)(=O)/C=C/c2ccc(C)cc2)cc1 (centres undefined)	-10%	-2	-18%	-1%	2%	-18%	3%	4%	1%
Cc1ccc(OCc2nnc(NC(=O)OCC(C)C)s2)cc1	-5%	12	7%	2%	11%	4%	9%	3%	8%
C=CC(C)(C)O[C@@H]1O[C@H](CO)[C@@H](O)[C@H](O)[C@H]1O	-9%	5	10%	?	13%	25%	7%	9%	10%
CC(C)[C@H](NC(=O)c1ccc(Cl)cc1Cl)C(=O)NNC(=O)c1ccco1	0%	6	2%	-1%	4%	1%	17%	3%	-1%
O=C(CC1C(=O)NCCN1C1CCCC1)NCc1cccc(OC(F)(F)F)c1 (centres undefined)	1%	7	11%	?	4%	-3%	4%	10%	-25%
Cn1cc(CN2CCC(n3nccc3NC(=O)C3CCCC3)CC2)cn1	-9%	8	-25%	0%	7%	13%	8%	0%	24%
COc1ccc(OC)c(NC(=O)C2(C)CCN2C(=O)C(C)(C)c2ccccc2)c1 (centres undefined)	.	-3	-4%[57.1 µM]	.	12%	-1%	6%	10%	?
N#CC1=C(N2CCCCC2)c2cc3c(n2C1=O)CCCC3	-4%	-25	-17%	22%	-2%	-2%	-3%	-3%	?
CCc1cc2c(=O)[nH]c(Cc3ccc(Cl)cc3)nc2s1	-2%	-14	0%	-9%	1%	1%	6%	2%	-1%
Nc1nnc(CCN2C(=O)CSC2=O)s1	5%	5	-4%	2%	1%	-3%	-10%	-4%	-17%
Cn1nc(-c2ccccc2)c(C(O)c2ccc(Cl)cc2)c1Cl (centres undefined)	-2%	21	-5%	428%[0.0737 µM]	0%	6%	-10%	-16%	11%

Copied from the listing for reference:
SMILES	SW480 rerep	IL-1B inflam inh	WRN inhibitor	MCF10A rerep	HT1080-NT tox	KB-3-1 tox	HT1080 IDH1KD tx	ATXN2 expr inh	KB-V1 cytotox
CCCc1c(C(=O)N/N=C/C(C)=C/c2ccccc2)nnn1-c1nonc1N	27%	-19	0%	1%	23%	3%	14%	-7%	3%
CC(=O)Nc1ccc(NC(=O)C(C)OC(=O)CNS(=O)(=O)/C=C/c2ccc(C)cc2)cc1 (centres undefined)	-10%	-2	-18%	-1%	2%	-18%	3%	4%	1%

Continued:
SMILES	SW480 rerep	IL-1B inflam inh	WRN inhibitor	MCF10A rerep	HT1080-NT tox	KB-3-1 tox	HT1080 IDH1KD tx	ATXN2 expr inh	KB-V1 cytotox
COc1cccc(NC(=O)CN(C)C(C)C(=O)N2CCCC2)c1 (centres undefined)	-4%	-1	6%	11%	-5%	4%	-2%	.	-5%
O=C(Nc1cccc(-c2nc3ccccc3s2)c1)c1cc(=O)c2ccccc2o1	0%	0	-17%[11.6 µM]	?	8%	14%	14%	6%	?
CC1=C(C(=O)OCCOC(C)C)C(c2cc3c(cc2Br)OCO3)CC(=O)N1 (centres undefined)	2%	27	4%	12%	3%	11%	6%	-9%	11%
Cc1ccc2oc(=O)c3cnn(CC(=O)NC4CCC(C)CC4)c3c2c1 (centres undefined)	-5%	4	2%	9%	0%	-2%	0%	-17%	2%
Cc1nc(NC(=O)CC(C)C)sc1-c1csc(Nc2ccc(Cl)cc2Cl)n1	4%	7	-9%	10%	?	0%	?	0%	?
CC(=O)c1cc2c(cc1N/C(=N/S(=O)(=O)c1ccc(C)cc1)c1ccccc1)OCO2	10%	-15	-5%	?	12%	0%&0%	7%	17%&2%	-6%&1%
CC(=O)Nc1ccc(/C=C2\Sc3ccccc3C2=O)cc1	1%[9.22 µM]	12	-25%	3%	4%	6%	8%	16%	9%
CCC(C)Nc1nc(N)c([N+](=O)[O-])c(Nc2cc(OC)ccc2OC)n1 (centres undefined)	1%	?	-26%	?	?	-3%	?	?	?
CCN(CC)CCN(Cc1cc2cc3c(cc2[nH]c1=O)OCO3)C(=S)NC	1%	-4	23%	-8%	-6%	8%	-1%	-18%	58%
CCC(C(=O)c1ccccc1)N(C(=O)c1ccccc1Cl)N1C(=O)C2C3C=CC(C3)C2C1=O (centres undefined)	5%	10	-9%	6%	-1%	3%	1%	30%[activator]	?
CC1(C(=O)OCC(=O)c2c[nH]c3ccccc23)CC1(Cl)Cl (centres undefined)	3%	27	-5%	?	15%	-5%	10%	74%[activator]	0%
COc1ccc(NC2=C(Cl)C(=O)N(CCc3ccccc3)C2=O)cc1	2%	-13	0%	0%	-1%	10%	-7%	27%	0%
Cc1cccc(/N=C/c2nc(-c3ccccc3Br)oc2O)n1	4.1µM*	-26	7%	-17%	-4%	-7%	0%	.	16%
Cn1nnnc1SCC(=O)NC(=O)NCc1ccccc1	-4%	2	-7%	-5%	11%	12%	4%	-1%	14%
COc1cccc(C(=O)Cn2c(=O)n(CCC(=O)NCC3CCCO3)c(=O)c3cc(OC)c(OC)cc32)c1 (centres undefined)	-10%	10	-3%	1%	-16%	2%	-1%	.	3%
N#Cc1cc(C(=O)c2cc(F)ccc2O)cn(Cc2ccccc2)c1=O	20%	-7	-7%	2%	-5%	-25%	-8%	-11%	?
Oc1cc(NCc2ccc(F)cc2)cc2cccnc12	?	.	.	?	.	6.5µM*	.	?	-29%
COc1cccc2c1OC1(C)CC2NC(=O)N1 (centres undefined)	0%	-10	6%	0%	5%	-6%	1%	1%	-9%
COc1cccc(CSc2nnnn2-c2ccc(O)cc2)c1	?	?	-12%	-34%[inhibitor]	-4%	5%	-17%	3%	?
COc1ccc(Cl)cc1N(C(=O)Nc1cccc(Cl)c1)C1=NCC(C)S1 (centres undefined)	-2%	-11	1%	-1%	19%	3%	14%	1%	-8%
COc1ccc(-n2nc(C(=O)NCC(=O)NCCCN3CCOCC3)c3ccccc3c2=O)cc1	0%	-17	7%	9%	-1%	-2%	8%	5%	12%
CCOc1ccc(-c2n[nH]c(=S)o2)cc1	-6%	18	-7%	1%	7%	-6%	1%	-2%	-1%
CCOC(=O)Cc1nnc(NC(=O)CSc2ccc(Cl)cc2)s1	-17%	27	-18%	16%	4%	-1%	4%	2%	-2%
CCCc1cc(=O)[nH]c(SC/C=C/c2ccccc2)n1	0%	53	7%	12%	-7%	4%	-12%	24%	21%

Compounds shown so far with an aryl thioether with sulfur outside any ring, in the order listed:
SMILES	SW480 rerep	IL-1B inflam inh	WRN inhibitor	MCF10A rerep	HT1080-NT tox	KB-3-1 tox	HT1080 IDH1KD tx	ATXN2 expr inh	KB-V1 cytotox
Cn1nnnc1SCC(=O)NC(=O)NCc1ccccc1	-4%	2	-7%	-5%	11%	12%	4%	-1%	14%
COc1cccc(CSc2nnnn2-c2ccc(O)cc2)c1	?	?	-12%	-34%[inhibitor]	-4%	5%	-17%	3%	?
CCOC(=O)Cc1nnc(NC(=O)CSc2ccc(Cl)cc2)s1	-17%	27	-18%	16%	4%	-1%	4%	2%	-2%
CCCc1cc(=O)[nH]c(SC/C=C/c2ccccc2)n1	0%	53	7%	12%	-7%	4%	-12%	24%	21%

The main list resumes; the 3 compounds before the break are reprinted first.
SMILES	SW480 rerep	IL-1B inflam inh	WRN inhibitor	MCF10A rerep	HT1080-NT tox	KB-3-1 tox	HT1080 IDH1KD tx	ATXN2 expr inh	KB-V1 cytotox
CCOc1ccc(-c2n[nH]c(=S)o2)cc1	-6%	18	-7%	1%	7%	-6%	1%	-2%	-1%
CCOC(=O)Cc1nnc(NC(=O)CSc2ccc(Cl)cc2)s1	-17%	27	-18%	16%	4%	-1%	4%	2%	-2%
CCCc1cc(=O)[nH]c(SC/C=C/c2ccccc2)n1	0%	53	7%	12%	-7%	4%	-12%	24%	21%
CCCc1cc(=O)[nH]c(SCC(=O)N(CC)c2c(N)n(Cc3ccccc3)c(=O)[nH]c2=O)n1	-9%	12	8%	0%	1%	0%	3%	-7%	4%
O=C(COc1ccc(Cl)cc1Cl)Nn1c(=S)[nH]c2ncccc2c1=O	-4%	25	-17%	-1%	9%	8%	10%	4%	-30%
CC(NCc1ccc(N(C)C)cc1)C1CC2CCC1C2 (centres undefined)	-1%	-61*	4%	4%	-2%	2%	4%	-8%	-18%
O=C(COC(=O)Cc1ccsc1)Nc1ccc(S(=O)(=O)N2CCOCC2)cc1	7%	-1	-7%	1%	0%	1%	2%	-6%	-6%
NS(=O)(=O)c1ccc(CCNC(=S)Nc2ccc(F)cc2)cc1	-7%	26	-1%	25%	14%	0%	15%	-9%	2%
CC(C)C12CN3CC(C(C)C)(CN(C1)C3c1ccco1)C2=O (centres undefined)	-11%	-29	14%	11%	4%	-12%	0%	-2%	0%
COc1cccc(C(C)N(C)Cc2nc(COc3ccccc3)no2)c1 (centres undefined)	-2%	14	2%	-3%	-2%	-2%	1%	5%	0%
Brc1ccc(-c2nc3ncccn3c2NC2CCCCC2)o1	-12%	-5	3%	?	-26%	?	-19%	2%	-27%
Cc1ccc(S(=O)(=O)Cc2ccc(C(=O)NCc3cccs3)o2)cc1	-15%	23	1%	9%	1%	-2%	-7%	-2%	?
Cc1nc(NC(CC(C)C)C(=O)O)c2nc(C)oc2n1 (centres undefined)	-16%	14	-5%	5%	14%	14%	-3%	4%	9%
C/C(=N/NC(=O)CCCOc1ccc(Cl)cc1Cl)c1ccc(C)o1	-5%	-9	1%	10%	13%	15%	-18%	-1%	3%
